TDP1 cell CPT – growth inhibition of DT40 Tdp1-/-;hTDP1 cells with camptothecin (screen for TDP1 inhibitors) | Potency, µM (highest dose often 46.2 µM), inactives show at the highest dose activity change, negative = growth inhibition, most hits filed as inhibitors | chicken DT40 Tdp1-/-;hTDP1 cells + 20 nM CPT, ATP luminescence, 48 h | 420,000 compounds, 12% hits | AID 686979; note: nearly all actives have a fitted effect of over 55% in size
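Chicken DT40 Tdp1-/- cells complemented with human TDP1, 400 cells/well, exposed to compounds plus 20 nM camptothecin for at least 48 h at 37 C; viability read as ATP content by CellTiter-Glo luminescence.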
FEN1 inhibitor – inhibitors of human flap endonuclease 1 | Recombinant FEN1 flap cleavage, fluorescence, 15 min | Potency, µM (doses to about 114 µM), without a hit: at the highest dose activity change, negative = inhibition, hits mostly inhibitors | 390,000 compounds, 0.35% hits; note: nearly all actives have a fitted effect of over 65% in size
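Quantitative HTS format: each compound was titrated, incubated with 10 nM nuclease for 15 min at room temperature, then challenged with flap substrate at 50 nM final. Signal change over 15 min gave concentration–effect curves.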
GCN5L2 inh – blocks human GCN5L2 histone acetyltransferase; GCN5L2 HAT assay, ThioGlo1 CoA-SH fluorescence; Potency, µM (top dose mostly 58.9 µM), inactives show at the highest dose activity change, negative = inhibition, hits mostly inhibitors; 390,000 compounds, 0.21% hits; AID 504327
Target sequence (Q92830 whole entry, looked up): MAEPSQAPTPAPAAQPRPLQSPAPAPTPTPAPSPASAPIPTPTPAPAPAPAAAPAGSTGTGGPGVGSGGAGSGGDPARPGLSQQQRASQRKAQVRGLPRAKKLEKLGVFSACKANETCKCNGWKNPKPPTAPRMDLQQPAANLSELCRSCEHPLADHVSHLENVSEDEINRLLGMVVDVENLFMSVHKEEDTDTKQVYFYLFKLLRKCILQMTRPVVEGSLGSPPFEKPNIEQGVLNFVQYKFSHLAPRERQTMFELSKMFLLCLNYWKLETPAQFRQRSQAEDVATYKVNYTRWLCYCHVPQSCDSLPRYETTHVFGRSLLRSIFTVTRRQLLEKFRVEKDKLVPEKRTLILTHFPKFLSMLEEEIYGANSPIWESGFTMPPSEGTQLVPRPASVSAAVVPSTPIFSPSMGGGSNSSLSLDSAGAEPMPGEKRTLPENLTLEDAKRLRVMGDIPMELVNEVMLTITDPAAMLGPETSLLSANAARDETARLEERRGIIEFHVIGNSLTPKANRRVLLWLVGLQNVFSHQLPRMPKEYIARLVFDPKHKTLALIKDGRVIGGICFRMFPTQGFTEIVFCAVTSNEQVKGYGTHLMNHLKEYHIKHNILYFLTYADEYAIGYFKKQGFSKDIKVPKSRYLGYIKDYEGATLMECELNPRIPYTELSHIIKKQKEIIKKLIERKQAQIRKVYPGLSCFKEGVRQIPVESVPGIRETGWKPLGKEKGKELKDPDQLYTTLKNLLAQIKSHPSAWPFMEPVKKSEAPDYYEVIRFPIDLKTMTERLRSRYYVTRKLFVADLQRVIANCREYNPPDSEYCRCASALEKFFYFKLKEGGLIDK
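GCN5L2 (20nM final) in 50mM HEPES, 0.1mM EDTA pH 7.5, 0.01% Tween-20 was preincubated 15 min at room temperature with compound, then given ThioGlo1 (50uM), H3(1-25) peptide (75uM) and acetyl-CoA (70uM); CoA-thiol fluorescence (Ex340/Em540) was read at 0 and 20 min.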
Numbers without * were called inactive; ? = inconclusive; / = no result given; & = joins results of further samples; [ ] = dose if it differs, or a comment. Calls come from the whole dose curve; as a rule, active = well fitted curve in the direction sought with a large enough effect; inconclusive = small, poorly fitted or top-dose-only effect, or another doubt; inactive = no such curve, though single readings can be large; an effect the other way counts as inactive or inconclusive. % is set by controls: 0 for no effect and ±100 for the full control effect; potency is the fitted concentration of half-maximal effect. This is a subset (hit frequency here may not be typical).

mol | TDP1 cell CPT | FEN1 inhibitor | GCN5L2 inh
C/C(=N\NC(=O)c1cccnc1)c1cccc([N+](=O)[O-])c1 | 3% | -13% | -4%
O=C(NC1CC1)c1cc(F)c(F)cc1Cl | -10% | -5% | -5%
CCN(CC)CCCNC(=O)c1ccc(Cl)c(S(=O)(=O)Nc2ccccc2OC)c1 | -1% | -8% | -1%
COc1ccc(CN(C)C(C)C(=O)Nc2ccc(S(=O)(=O)N3CCOCC3)cc2)c(OC)c1 (stereo unspecified) | 16% | -2% | -6%
Cc1ccc(N(CCC(=O)NC(C)(C)C)S(=O)(=O)c2ccc(C)cc2)cc1 | -10% | 1% | -2%
O=C(CNC(=O)c1ccccc1)OCc1ccc([N+](=O)[O-])cc1 | -11% | -2% | 5%
O=C(CCSc1nc(-c2ccco2)cc(C(F)(F)F)n1)Nc1cccc(O)c1 | ? | -7% | -7%
O=C(NC(=Nc1ccccc1)N1CCOCC1)Nc1ccccc1 | -4% | 9% | 0%

Single records, as listed above. Order of values: TDP1 cell CPT | FEN1 inhibitor | GCN5L2 inh
Profile of `O=C(NC(=Nc1ccccc1)N1CCOCC1)Nc1ccccc1` = -4% | 9% | 0%
Profile of `Cc1ccc(N(CCC(=O)NC(C)(C)C)S(=O)(=O)c2ccc(C)cc2)cc1` = -10% | 1% | -2%
Profile of `O=C(CNC(=O)c1ccccc1)OCc1ccc([N+](=O)[O-])cc1` = -11% | -2% | 5%

(more compounds)
mol | TDP1 cell CPT | FEN1 inhibitor | GCN5L2 inh
O=C(CNCc1ccc(Cl)cc1)Nc1cccc(C(=O)O)c1 | -7% | 1% | -7%
Cc1cc(C)nc(NC(N)=NC(C)c2ccccc2)n1 (stereo unspecified) | ? | 5% | -2%
C[C@H]1[C@H](c2ccccc2)C[C@@H](C(=O)O)C1(C)C | 0% | 4% | -5%
CCNC(=S)NNC(=O)c1cc(-c2ccccc2C)nc2ccccc12 | -11% | -7% | ?
Cc1ccc(-c2ocnc2C(=O)Nc2ccccc2C(=O)N2CCCC2)cc1 | ? | -18% | -4%
CCOc1ccc(NC(=O)CNS(=O)(=O)c2ccc(Br)s2)cc1 | ? | -11% | -5%
COc1ccc(CCNC(=O)C2CCCN(S(C)(=O)=O)C2)cc1 (stereo unspecified) | 0% | -1% | -16%
Cc1cc(OI)c(C(C)C)cc1-c1cc(C(C)C)c(OI)cc1C | ? | / | 2%&-9%
CCCC(=O)Nc1cc(C(F)(F)F)ccc1N1CCOCC1 | 11% | 8% | -3%
Cc1ccc(OCCC(=O)Nc2cc(S(=O)(=O)N3CCOCC3)ccc2N2CCCC2)cc1 | ? | 9% | /
COc1ccc(C2Nc3ccccc3C(=O)N2NS(C)(=O)=O)cc1 (stereo unspecified) | 0% | -1% | -4%
O=C(Cn1cc(C(=O)COc2ccccc2)c2ccccc21)NCc1ccco1 | ? | 8% | -5%
CCOc1ncccc1C(=O)Nc1cccc(-c2nc3cccnc3s2)c1 | ? | -12% | -18%
Nc1nc(N)nc(-c2cc(F)ccc2O)n1 | ? | -2% | 2%
COc1ccc(-c2nn(CCC#N)cc2/C=N/O)cc1 | 8% | -7% | 1%
Cc1cnc(CNC(=O)c2ccc3oc(C(C)C)nc3c2)[nH]1 | 6% | 18% | -4%
CCCC(c1nnnn1Cc1ccco1)N1CCN(C(=O)c2ccco2)CC1 (stereo unspecified) | -2% | 0% | 0%
Cc1ccc2nc3c(nc2c1C)CCCC3 | 1% | 5% | 19%
O=C(NCCCN1CCCCC1)C1CCC(CNS(=O)(=O)c2cccc3nsnc23)CC1 (stereo unspecified) | -4% | 8% | -4%
CCOC(=O)c1nnn(-c2nonc2-n2cccc2)c1CN1CCC(C(=O)OCC)CC1 | 18µM* | 0% | -9%
O=c1c2ccccc2c2ccccc2c(=O)n1Cc1cccnc1 | -31% | 2% | 1%
C/C(=N\NC(=O)CN(c1ccccc1Br)S(C)(=O)=O)c1ccc2c(c1)OCCO2 | ? | -92% | -2%
Cc1ccc(CSc2n[nH]c(N)n2)cc1 | 0% | -6% | 4%
Cc1ccc(/C=N/NC(=O)C(=O)N/N=C/c2ccc(C)o2)o1 | 1% | -13% | -9%
O=c1cc(-c2ccccc2O)oc2cc(O)ccc12 | -15% | / | -15%
O=C(N/N=C/c1c(Cl)[nH]c2ccccc12)c1sc2ccccc2c1Cl | 23µM* | 2% | -18%
Cc1ccc(O)c(NC(=O)c2cc3nc4c(c(C(F)(F)F)n3n2)CCc2ccccc2-4)c1 | ? | 6% | 3%
O=C(NO)c1ccc(C(=O)N(C2CCCCC2)C2CCCCC2)cc1 | 16µM* | -5% | 0%
O=S(=O)(CCc1ccccc1)N1CCOCC1 | 3% | 0% | -6%
COc1ccc(-c2nc3cc(NC(=O)COc4ccc(F)cc4)ccc3o2)cc1 | ? | -3% | -11%
O=C(CSC1=Nc2ccccc2C2CC=NN12)Nc1ccc(F)c(F)c1F (stereo unspecified) | ? | 15% | -6%
COCCNC(=S)N1CCN(c2nc(-c3ccccc3)cs2)CC1 | ? | -22% | -3%
COc1ccc(-c2[nH]ncc2/C=N\NC(=O)c2ccc(C(C)(C)C)cc2)cc1OC | ? | -19% | -16%
Cc1ccccc1C1C=C(c2ccc(Cl)cc2)Nc2nnnn21 (stereo unspecified) | -28% | 3% | 8%
Cc1cc2n(n1)SC(Nc1ccc(F)c(Cl)c1)N2 (stereo unspecified) | -11% | -5% | -5%
O=C(CCSc1ccccc1)Nc1nnc(-c2ccccc2)o1 | -11% | 15% | -4%
COc1ccc2c(c1)CCc1c(C(=O)N3CC4(C)CC3CC(C)(C)C4)noc1-2 (stereo unspecified) | 16µM* | -3% | -16%
CCOc1ccc(CCN2C(=O)C3C4C=CC(C4)C3C2=O)cc1OCC (stereo unspecified) | -13% | 11% | 3%
Cn1nnc2ccccc2c1=O | 37%[activator] | -12% | -16%
Cc1ccc(S(=O)(=O)N(C)/N=C2/C(=O)N(CC(=O)O)c3ccccc32)cc1 | -5% | 0% | -8%

2 compounds from above, reduced to GCN5L2 inh and TDP1 cell CPT.
| structure | GCN5L2 inh | TDP1 cell CPT |
| --- | --- | --- |
| O=C(CCSc1nc(-c2ccco2)cc(C(F)(F)F)n1)Nc1cccc(O)c1 | -7% | ? |
| O=C(NC(=Nc1ccccc1)N1CCOCC1)Nc1ccccc1 | 0% | -4% |

Next section.
mol | TDP1 cell CPT | FEN1 inhibitor | GCN5L2 inh
CN(C(=O)COC(=O)Cc1c[nH]c2ccccc12)c1c(N)n(Cc2ccccc2)c(=O)[nH]c1=O | 0% | -10% | -3%
Clc1ccc(-c2nnc(-c3ccccc3)c(-c3ccccc3)n2)cc1 | -13% | -4% | -7%
Cc1nn2c(CN(C(=O)CN3CCOCC3)c3ccccc3)nnc2c2ccccc12 | 25% | 11% | 8%
CSc1ccc(CCNC(=O)c2cc3cc4cc(C)ccc4nc3s2)cc1 | ? | 0% | -6%
CC(C)(C)NC(=O)CSc1nc(O)cc(=O)n1-c1ccccc1 | -2% | -8% | -1%
CCOc1cc(/C=C/c2cc(C(F)(F)F)[nH]c(=O)n2)ccc1O | ? | 1% | -2%
CC(=O)Nc1ccc(C(=O)CSc2nnc3scc(-c4ccccc4)n23)cc1 | -5% | -3% | 1%
O=C(Nc1cccc(S(=O)(=O)N2CCOCC2)c1)c1ccc2c(=O)n3c(nc2c1)CCCCC3 | 13µM* | -1% | 1%
COC(=O)c1c(C(=O)OC)c2ccccn2c1C(=O)c1ccccc1 | ? | -1% | -20%
Cc1cnc(C(=O)OCC(=O)Nc2sc3c(c2C#N)CCC3)cn1 | -8% | -4% | -9%
CC(C)C(NC(=O)OCc1ccccc1)C(=O)OCC(=O)NC1CC1 (stereo unspecified) | 9% | 0% | 0%
O=c1c2ccccc2oc2cc(-c3ccc4cc[nH]c4c3)ccc12 | -5% | 8% | -2%
CCc1ccc(C(=O)Nc2nnn(CC)n2)cc1 | -15% | 11% | 0%
CCOC(=O)C1CCCN(S(=O)(=O)c2cc3c4c(c2)CCN4C(=O)CC3)C1 (stereo unspecified) | ? | 0% | -12%
Cc1cccc(NC(=O)C(C)SCc2ccccc2)c1 (stereo unspecified) | -17% | 14% | -16%
COc1ccc(NC(=O)c2ccco2)c2ccccc12 | -23% | 16% | -13%
COc1ccc(-c2cc(C(=O)Nc3ccc(S(=O)(=O)Nc4onc(C)c4C)cc3)c3ccccc3n2)cc1OC | 9% | -21% | -17%
COc1ccc(-c2cc(C(F)(F)F)nc(SCC(=O)Nc3sc4c(c3C#N)CCC4)n2)cc1 | ? | -18% | -5%
COc1ccc(-c2c(C)n([O-])c3c([n+]2=O)CCCCC3)cc1 | 1% | -2% | -3%
CC(C)OC(=O)c1cc(Cl)c(=O)n(Cc2ccc(Cl)cc2Cl)c1 | ? | 2% | -10%
COc1ccc(Nc2nnc(SC(C)C(=O)NC3CC3)s2)cc1 (stereo unspecified) | -14% | 10% | -2%
Cc1cc(C)cc(N(CC(=O)NCC2CCCO2)C(=O)CCC(=O)Nc2cc(C)on2)c1 (stereo unspecified) | -19% | -5% | -12%
Cc1ccc(C)c(N2CCN(c3ccc4cc(S(=O)(=O)N5CCCCC5)ccc4n3)CC2)c1 | ? | 14% | -5%
COc1cccc(N2CCN(C(=O)c3cc4ccc(OC)cc4[nH]3)CC2)c1 | ? | -7% | -3%
O=C(/C(=C/O)N=Nc1ccc(Cl)cc1)c1ccncc1 | 15µM* | -22% | -8%
O=C(Nc1ccccc1F)c1ccc(C(=O)c2ccccc2)cc1 | ? | 0% | -4%
O=C(NC(=S)Nc1ccc(CN2CCOCC2)cc1)c1ccc([N+](=O)[O-])cc1 | ? | -3% | 2%
COc1cc(NC(=O)NCc2ccncc2)cc(OC)c1OC | 5% | -10% | -1%
CCc1ccc(NC(=O)Cn2nc(C(F)(F)F)c3c2CCCC3)cc1 | ? | -3% | -2%
O=C(Nc1nnc(Cc2ccc([N+](=O)[O-])cc2)s1)Nc1ccccc1F | -27% | 6% | -24%
C/C(=N\NS(=O)(=O)c1ccc(Br)cc1)c1ccc(-n2ccnc2)cc1 | -21% | -5% | -13%
CS(=O)(=O)c1ccc2nc(NC(=O)C3CCCO3)sc2c1 (stereo unspecified) | 4% | -5% | -4%
O=C(CSc1nc2ccccc2[nH]1)N1CCN(c2ccccc2)CC1 | -17% | -8% | -9%
CCC(C)(C)NC(=O)Cc1ccc(OC)c(OC)c1 | -5% | 4% | 5%
Cc1cc(C)c(OCC(=O)N(Cc2cccc(F)c2)Cc2ccco2)c(C)c1 | 15µM* | ? | -17%
CCOc1cc(/C=C2\C(=N)N3N=C(S(=O)(=O)CC)SC3=NC2=O)ccc1OC(=O)c1ccco1 | 9% | 0% | -29%
N#CC1=C(N)Oc2ccc3ccc(O)cc3c2C1c1ccsc1 (stereo unspecified) | -20% | -22% | -8%
COc1ccc2[nH]c3c(NCCC4=CCCCC4)ncnc3c2c1 | 2.6µM* | ? | -2%
O=C(Cc1ccccc1)N/N=C/c1cc(Br)cc(Cl)c1O | 3.7µM* | 0% | -12%
COc1ccc(OCc2ccc(C(=O)O)cc2)cc1 | -17% | -1% | ?
Oc1ccccc1C=NC1=NN(c2cccc(C(F)(F)F)c2)CC1 | ? | 4% | -8%
Cc1ccc(CCNC(=O)c2cc3sccc3n2Cc2ccc(C)cc2)cc1 | -25% | -19% | -4%
COC(=O)C1CCN(S(=O)(=O)c2ccc(Br)s2)CC1 | 5% | -8% | 3%
COc1ccc2nc(NC(=O)c3cccc(-c4cc5ccccc5oc4=O)c3)sc2c1 | 16µM* | -9% | -11%
Cc1nn(CCC(=O)NNC(=S)NCC(C)C)c(C)c1Br | 7.3µM* | 5% | 0%
O=C(COC(=O)C1CC2CCCC(C1)C2=O)Nc1ccc(Cl)cn1 (stereo unspecified) | -1% | -15% | 0%
CSc1nc2n(n1)C(c1ccccn1)C1=C(CC(C)(C)CC1=O)N2 (stereo unspecified) | -13% | -1% | 8%
Cc1ccc(C(=O)NC(=S)Nc2ccc(NC(=O)c3cccc(Cl)c3)cc2)cc1 | -28% | 6% | -4%
CN(C)CC(O)COC(c1ccc(Cl)cc1)c1ccc(Cl)cc1 (stereo unspecified) | ? | -10% | -11%
CS(=O)(=O)N1Cc2ccccc2CC1C(=O)OCC(=O)NCc1ccccc1 (stereo unspecified) | 1% | -8% | -15%
CC(C)(C)c1ccc(C2(C)NC(=O)N(CC(=O)NC3CCS(=O)(=O)C3)C2=O)cc1 (stereo unspecified) | -17% | 2% | -6%
O=C1CC(c2ccco2)CC(O)=C1C=Nc1cc(Cl)ccc1O (stereo unspecified) | 15µM* | -19% | -18%
